Screening data: PubChem BioAssay, several laboratories
CRFR2-BP ag: agonists of human CRF-binding protein/CRF-R2 receptor complex; HEK293 CRF-R2/CRF-BP, calcium dye fluorescence (FLIPR); percent of saturating CRF peptide response; activation, % at 13.2 µM; 350,000 tested, 0.46% active;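 active = activation of at least 50%, plus an integration ratio under a set limit after plate pattern correction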;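 note: plate controls were neutral control wells without compound for no effect and CRF at EC100 for full effect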
M1 antag: human CHRM1 antagonism; inhibition, % at 3 µM; 360,000 tested, 1.3% active; CHO-K1 hM1, Fluo-8 calcium fluorescence, ACh EC80 antagonist; AID 588852; P11229;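 active = percent inhibition above its own plate's cutoff, namely the mean of that plate's compound wells plus 3 SD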;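 note: peak over basal fluorescence ratio during 140 s after agonist addition; 0% = ACh EC80 plus DMSO and 100% = DMSO alone without agonist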
Target sequence (P11229 whole entry, looked up): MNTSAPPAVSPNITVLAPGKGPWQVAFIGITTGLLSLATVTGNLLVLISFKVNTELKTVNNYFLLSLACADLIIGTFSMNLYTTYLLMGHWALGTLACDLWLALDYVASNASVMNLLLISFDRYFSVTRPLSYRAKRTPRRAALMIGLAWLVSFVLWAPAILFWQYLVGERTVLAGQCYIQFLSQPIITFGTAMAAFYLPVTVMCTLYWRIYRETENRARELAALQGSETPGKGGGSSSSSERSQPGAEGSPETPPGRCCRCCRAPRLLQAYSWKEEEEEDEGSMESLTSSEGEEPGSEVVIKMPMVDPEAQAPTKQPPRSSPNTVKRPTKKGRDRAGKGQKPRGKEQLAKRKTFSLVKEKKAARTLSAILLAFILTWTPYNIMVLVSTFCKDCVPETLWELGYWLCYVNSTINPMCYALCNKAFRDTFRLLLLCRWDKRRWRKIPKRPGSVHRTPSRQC
M4 ag: CHRM4 agonism in calcium assay; CHO-K1 hM4/Gqi5, Fluo-8 calcium fluorescence; vehicle 0%, full acetylcholine response 100%; P08173; activation, % at 3 µM; 360,000 tested, 0.14% active;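 active = activation above the run mean over all test wells plus 3 SD, cut at about 32% in these data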;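 note: peak over basal fluorescence ratio per well then scaled between controls; 0% = DMSO wells and 100% = acetylcholine at EC100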
Target sequence (P08173 whole entry, looked up): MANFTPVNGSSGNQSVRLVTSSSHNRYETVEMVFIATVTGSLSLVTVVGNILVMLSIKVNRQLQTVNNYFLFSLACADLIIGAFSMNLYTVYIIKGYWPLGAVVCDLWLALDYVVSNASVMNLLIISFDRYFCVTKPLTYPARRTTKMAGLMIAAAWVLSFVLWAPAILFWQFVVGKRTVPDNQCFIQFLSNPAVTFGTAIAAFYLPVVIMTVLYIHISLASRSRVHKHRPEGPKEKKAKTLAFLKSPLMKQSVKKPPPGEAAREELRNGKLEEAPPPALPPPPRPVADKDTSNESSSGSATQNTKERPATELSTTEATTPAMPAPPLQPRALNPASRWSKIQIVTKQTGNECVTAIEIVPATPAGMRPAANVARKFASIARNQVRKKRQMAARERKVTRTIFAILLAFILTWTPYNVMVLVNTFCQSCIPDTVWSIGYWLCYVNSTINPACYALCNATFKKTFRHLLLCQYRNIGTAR
CHRM4 antagonist: blocks acetylcholine activation of human M4 receptor; AID 624125; CHO-hM4 cells, ACh EC80, Fluo-8 calcium fluorescence; P08173; 360,000 tested, 0.73% active; inhibition, % at 3 µM;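 active = inhibition above its plate's cutoff, the mean inhibition of sample wells plus 3 SD, cut at about 27% in these data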;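 note: 0% = acetylcholine EC80 with DMSO and 100% = DMSO without agonist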
CHRM4 PAM: potentiates acetylcholine response at human M4 receptor | P08173 | CHO-K1 hM4/Gqi5, Fluo-8 calcium fluorescence, ACh EC20; 0% = ACh EC20, 100% = maximal ACh | activation, % at 3 µM | 360,000 tested, 0.4% active | AID 624126;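 active = activation above its plate's cutoff, the mean activation of sample wells plus 3 SD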; note: some results filed as inactive read as strong as hits
CHRM5 agonist: CHRM5 agonism in calcium assay. P08912. CHO-K1 hM5 cells, Fluo-8 calcium fluorescence; 0% DMSO wells, 100% maximal acetylcholine response. activation, % at 3 µM. 360,000 tested, 0.19% active;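 active = activation above the run's mean over test compounds plus 3 SD, cut at about 23% in these data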;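 note: signal is peak over basal fluorescence ratio across the kinetic read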
CHRM1 PAM: potentiates human M1 receptor response to acetylcholine; P11229; CHO-K1 hM1, Fluo-8 calcium fluorescence, ACh EC20; 0% = ACh EC20, 100% = maximal ACh; activation, % at 3 µM; 360,000 tested, 0.088% active; in the data active = activation above about 19%, passing the limit was not always enough
CHRM5 antagonist: antagonists of human muscarinic M5 receptor (CHRM5); CHO-hM5 cells, Fluo-8 calcium fluorescence, ACh EC80; inhibition, % at 3 µM; 360,000 tested, 0.59% active; AID 624040;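 active = inhibition above a per-plate cutoff, the mean of that plate's test compounds plus 3 SD, cut at about 27% in these data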;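 note: 0% = acetylcholine EC80 with DMSO and 100% = DMSO without agonist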
CHRM5 PAM: positive allosteric modulators of human muscarinic M5 receptor | AID 624038 | CHO-K1 hM5, Fluo-8 calcium, ACh EC20 PAM; 0% = ACh EC20, 100% = ACh EC100 | activation, % at 3 µM | P08912 | 360,000 tested, 0.3% active;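 active = activation above the run cutoff, the mean activation of all test compounds plus 3 SD, cut at about 18% in these data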
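system = human M5 receptor in CHO-K1 cells | reagent = EC20 acetylcholine as agonist stimulus | compound dosing = single-point, 3 µM nominal | incubation = Fluo-8 loading 80 min at 37 °C plus 30 min room temperature | detection = Fluo-8 calcium dye fluorescence, kinetic read | benchmarks = low control EC20 acetylcholine (0%), high control EC100 acetylcholine (100%)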
Starred values were filed as active, the others as inactive; / = not tested or not shown.

CRFR2-BP ag,M1 antag,M4 ag,CHRM4 antagonist,CHRM4 PAM,CHRM5 agonist,CHRM1 PAM,CHRM5 antagonist,CHRM5 PAM,SMILES
-1.2,-5,0,4,2,-1,5,-3,3,Cn1c(SCC(=O)N2CCCc3ccccc32)nnc1-c1ccco1
-0.6,-2,0,-5,-4,-2,7,-6,3,CCCCCCc1nc(C(N)=O)c2[nH]c(=O)n(-c3ccc(OCC)cc3)c2n1
-0.8,-2,1,10,-10,-1,3,4,-2,CCc1ccc(CN2CCN(S(=O)(=O)Cc3ccccc3)CC2)cc1
0.4,-9,1,-4,-6,-1,5,5,-10,CCOc1cc(S(=O)(=O)NCCCN2CCOCC2)ccc1F
12,-10,1,0,5,0,10,-8,6,CCOc1cc(/C=N/N=C(\N)c2nonc2N)cc(Br)c1OCc1cccc2ccccc12
-0.4,-8,-1,-4,-2,1,5,5,-5,COc1ccc(NC(=S)NCc2ccc3c(c2)cc(C)n3C)cc1
4.4,4,0,6,8,2,0,-4,-1,COC(=O)CSc1nc(SC)nc2c1sc1nc(-c3ccco3)c3c(c12)CC(C)(C)OC3
-4.0,-11,-1,-1,3,-4,6,-5,3,Cc1cc(Nc2cccc(C(F)(F)F)c2)n2nc(C)nc2n1
-0.6,-4,3,-5,7,-1,7,-1,1,Cc1cccc(N2CC(C(=O)NCC3COc4ccccc4O3)CC2=O)c1C (stereo not drawn)
2.1,-6,0,-15,-2,0,9,-16,11,CC(=O)Nc1ccc(C(=O)Nc2cccc(S(=O)(=O)NC3=NCCC3)c2)cc1
-1.1,-5,-3,-15,1,-3,7,-9,2,COc1ccc(NS(=O)(=O)c2cc(C)ccc2NC(=O)c2cc(C)oc2C)cc1
-0.6,-15,1,-4,7,-1,14,4,4,COc1ccc(S(=O)(=O)N2CCN(C(=O)/C=C/c3ccco3)CC2)cc1
-1.9,-6,1,3,7,-1,14,-2,-6,COc1ccc(CCNC(=O)C2CCN(S(=O)(=O)N3CCCCC3)CC2)cc1OC
0.0,14,2,-12,4,-8,2,10,0,CC(=O)c1cnc2c(-c3ccccc3)cnn2c1C
-1.1,1,3,-21,3,0,-2,0,-7,Cn1c(=O)oc2cc(S(=O)(=O)NCCN3CCN(c4ccccc4F)CC3)ccc21
-2.8,-5,2,3,5,1,1,-3,2,CCCCOc1ccccc1C1NC(=O)NC(C)=C1C(=O)OCCOCC (stereo not drawn)
1.6,-11,1,-1,8,0,11,-5,-1,Cc1nnc(SCC(=O)Nc2ncc(S(=O)(=O)c3ccc([N+](=O)[O-])cc3)s2)s1
0.1,11,0,3,-5,-4,-6,5,-7,CC1CCCCN1C(=O)Cc1ccc(F)cc1 (stereo not drawn)
-1.2,2,0,25,-2,-4,-2,6,1,O=C(Cc1cccc(F)c1)Nc1ccc2c(c1)CCC2
-0.6,3,1,-8,0,2,1,2,-4,CCCS(=O)(=O)N1CCC(C(=O)Oc2ccc(OC)cc2)CC1
0.3,-6,1,4,1,-4,6,3,-3,CC1CCN(S(=O)(=O)c2cc3c4c(c2)C(C)C(=O)N4CCC3)CC1 (stereo not drawn)
-0.4,-7,1,-3,-6,2,1,-11,5,C=CCN1CCS(=O)(=O)N(Cc2ccccc2)[C@@H](C(C)C)C1=O
1.5,2,0,-7,-7,-7,-6,-14,3,Cc1cccc(OCC(=O)NC2CCCc3ccccc32)c1C (stereo not drawn)
-1.4,-17,2,-4,0,-7,10,1,10,O=[N+]([O-])c1ccccc1S(=O)(=O)NCCSc1ccccc1
-1.0,-9,1,4,-5,0,2,5,-1,CC(=O)N(C)c1ccc(NS(=O)(=O)c2cccc3nsnc23)cc1
0.7,7,2,-5,13,-3,-6,-14,11,O=C(NCC1CCCO1)c1ccc(COc2ccccc2)cc1 (stereo not drawn)
0.2,-9,2,-6,4,2,15,-3,-5,O=C(CCC(=O)c1ccc(Oc2ccccc2)cc1)Nc1ccc(C(=O)O)cc1
-1.3,-9,2,7,-1,0,4,9,-1,O=C(c1ccccc1)N1CCN(C(=O)c2ccc3c(c2)OCO3)CC1
-5.7,-3,0,0,-11,-4,2,8,3,CCc1nc2ccccc2n1CCc1ccccc1
2.9,-27,1,-12,9,5,17,7,4,COc1ccc(-c2csc(NC(=O)c3c(OC)cccc3OC)n2)cc1

CRFR2-BP ag,M1 antag,M4 ag,CHRM4 antagonist,CHRM4 PAM,CHRM5 agonist,CHRM1 PAM,CHRM5 antagonist,CHRM5 PAM,SMILES
-0.8,-13,0,-5,-1,-2,16,6,-1,CCOc1cc(C(c2c(C)[nH][nH]c2=O)c2c(C)[nH][nH]c2=O)cc(Cl)c1O
-1.4,5,0,-1,2,1,-6,5,4,COc1cccc(CN(C)CC(=O)Nc2cccc3ccccc23)c1
-1.5,-5,1,-2,-2,0,2,7,-6,Cc1cc(C(=O)c2ccccc2)cc(C)c1O
-0.7,2,0,-6,2,0,4,-4,3,Cc1ccccc1OCC(=O)N/N=C/c1ccco1
3.2,-4,7,11,-1,0,7,5,-2,CN(C)CCCNc1cc(-c2ccccc2)nc2cc(-c3cccc(F)c3)nn12
-2.5,-7,1,3,0,-2,11,4,1,N/C(=N\OC(=O)COc1ccccc1Cl)c1ccccn1
-2.5,-11,15,-1,-6,6,-7,4,-10,O=C(Nc1cccnc1)c1ccc(Cl)c(S(=O)(=O)N2CCCCCC2)c1
-0.4,-2,1,-7,14,-2,6,1,-4,CN1CCN/C1=C(/C(Cl)=C(Cl)Cl)[N+](=O)[O-]
-0.9,9,8,-13,-10,0,-8,-6,-2,Fc1ccccc1-c1csc(=Nc2cccnc2)n1CC1CCCO1 (stereo not drawn)
1.5,27*,1,0,-3,3,-1,7,-3,FC(F)(F)c1cccc(NC(=S)Nc2cccc(Cl)c2)c1
15,-2,4,-3,11,20,24,0,6,CCc1ccc(/C=N/NC(=O)c2nnn(-c3nonc3N)c2C(C)C)cc1
-0.1,-7,1,-2,6,-2,3,9,-1,CCOc1ccc(C(=O)N2CCN(c3ccccn3)CC2)cc1
/,-15,1,-16,0,-2,0,-1,-2,CC(O)(c1cccc(F)c1)c1nc(-c2cccc(F)c2)cs1 (stereo not drawn)
-0.6,-11,1,3,2,-5,14,4,1,Cc1cccn2c(=O)c(C=O)c(Nc3ccc(S(N)(=O)=O)cc3)nc12
0.5,-1,0,8,-3,4,1,9,2,N#Cc1c(C(F)(F)F)cc(-c2ccc(Cl)cc2)nc1SCC(=O)O
-0.1,-1,-2,2,7,-6,4,-4,14,C=CCn1c(=O)c2c3c(sc2n2c(Nc4ccc(OC)cc4)nnc12)CCCC3
-0.7,-1,-1,-4,3,0,3,-6,2,Cn1c(=O)c2c(nc(N3CCCC3)n2CC(O)CO)n(C)c1=O (stereo not drawn)
1.8,-7,1,3,3,4,3,3,4,CCCN(C(=O)COC(=O)CCOc1ccc(C)cc1)c1c(N)n(Cc2ccccc2)c(=O)[nH]c1=O
0.0,-1,0,-12,4,2,1,2,-1,COc1ccc(O)cc1
-1.2,-14,0,-4,4,-3,8,11,-2,CCOC(=O)CCCCCC(=O)Nc1ccc2c(c1)C(=O)N([C@@H](C)CO)C[C@H](C)[C@H](CN(C)C(=O)NC(C)C)OCCCC[C@H](C)O2
-1.0,-15,1,-20,9,-2,7,-9,4,CN(C)C(=O)CCc1ccc2c3c([nH]c2c1)[C@]1(CCC2CCCC2)[C@@H](C(=O)N2CCOCC2)C[C@H](CC(=O)NCCN2CCOCC2)C(=O)N1CC3
51*,7,1,-12,-2,-3,6,-9,-1,CCN1/C(=C2\SC(=S)N(Cc3ccccc3)C2=O)Sc2ccccc21
0.4,-8,-1,-2,-1,-6,7,0,-3,C=CCNC(=S)NNc1nc(Nc2ccccc2)nc(N2CCCCC2)n1
1.3,-1,1,-13,-4,-2,6,2,-2,Cc1ccc(CNC(=O)COC(=O)c2cncc(Br)c2)cc1
0.4,17,3,-10,5,-1,-10,-1,2,O=C(CN1C(=O)c2ccccc2S1(=O)=O)NCc1ccc2c(c1)OCO2
3.0,84*,0,16,-13,-18,-28,12,-26,CCN1CCN(c2ccc(NC(=O)c3ccccc3F)cc2Cl)CC1
-1.6,-14,2,-4,10,-4,16,-1,-8,C=C(C)CN(CC)C(=O)CC1C(=O)NCCN1C (stereo not drawn)
-1.0,-4,1,4,-2,-2,5,5,-1,COc1ccc(S(=O)(=O)N2CCN(CC(=O)Nc3cc(C(F)(F)F)ccc3Cl)CC2)cc1
-1.3,-1,0,-4,-1,-1,5,7,-2,Cc1ccc(S(=O)(=O)N(C)C)cc1NC(=O)COC(=O)C1COc2ccccc2O1 (stereo not drawn)
-0.9,-3,2,-12,3,-9,-12,-12,-3,COc1ccc(NC(=O)CSc2nc(C)cc(C)n2)c([N+](=O)[O-])c1

Copied from the entries so far, 14 compounds:
CRFR2-BP ag,M1 antag,M4 ag,CHRM4 antagonist,CHRM4 PAM,CHRM5 agonist,CHRM1 PAM,CHRM5 antagonist,CHRM5 PAM,SMILES
-0.7,-1,-1,-4,3,0,3,-6,2,Cn1c(=O)c2c(nc(N3CCCC3)n2CC(O)CO)n(C)c1=O (stereo not drawn)
1.8,-7,1,3,3,4,3,3,4,CCCN(C(=O)COC(=O)CCOc1ccc(C)cc1)c1c(N)n(Cc2ccccc2)c(=O)[nH]c1=O
0.0,-1,0,-12,4,2,1,2,-1,COc1ccc(O)cc1
-1.2,-14,0,-4,4,-3,8,11,-2,CCOC(=O)CCCCCC(=O)Nc1ccc2c(c1)C(=O)N([C@@H](C)CO)C[C@H](C)[C@H](CN(C)C(=O)NC(C)C)OCCCC[C@H](C)O2
-1.0,-15,1,-20,9,-2,7,-9,4,CN(C)C(=O)CCc1ccc2c3c([nH]c2c1)[C@]1(CCC2CCCC2)[C@@H](C(=O)N2CCOCC2)C[C@H](CC(=O)NCCN2CCOCC2)C(=O)N1CC3
51*,7,1,-12,-2,-3,6,-9,-1,CCN1/C(=C2\SC(=S)N(Cc3ccccc3)C2=O)Sc2ccccc21
0.4,-8,-1,-2,-1,-6,7,0,-3,C=CCNC(=S)NNc1nc(Nc2ccccc2)nc(N2CCCCC2)n1
1.3,-1,1,-13,-4,-2,6,2,-2,Cc1ccc(CNC(=O)COC(=O)c2cncc(Br)c2)cc1
0.4,17,3,-10,5,-1,-10,-1,2,O=C(CN1C(=O)c2ccccc2S1(=O)=O)NCc1ccc2c(c1)OCO2
3.0,84*,0,16,-13,-18,-28,12,-26,CCN1CCN(c2ccc(NC(=O)c3ccccc3F)cc2Cl)CC1
-1.6,-14,2,-4,10,-4,16,-1,-8,C=C(C)CN(CC)C(=O)CC1C(=O)NCCN1C (stereo not drawn)
-1.0,-4,1,4,-2,-2,5,5,-1,COc1ccc(S(=O)(=O)N2CCN(CC(=O)Nc3cc(C(F)(F)F)ccc3Cl)CC2)cc1
-1.3,-1,0,-4,-1,-1,5,7,-2,Cc1ccc(S(=O)(=O)N(C)C)cc1NC(=O)COC(=O)C1COc2ccccc2O1 (stereo not drawn)
-0.9,-3,2,-12,3,-9,-12,-12,-3,COc1ccc(NC(=O)CSc2nc(C)cc(C)n2)c([N+](=O)[O-])c1

Record cards (already shown). Values in the order: CRFR2-BP ag | M1 antag | M4 ag | CHRM4 antagonist | CHRM4 PAM | CHRM5 agonist | CHRM1 PAM | CHRM5 antagonist | CHRM5 PAM
`N/C(=N\OC(=O)COc1ccccc1Cl)c1ccccn1` is entered as -2.5 | -7 | 1 | 3 | 0 | -2 | 11 | 4 | 1
`C=CCn1c(=O)c2c3c(sc2n2c(Nc4ccc(OC)cc4)nnc12)CCCC3` is entered as -0.1 | -1 | -2 | 2 | 7 | -6 | 4 | -4 | 14
